IMP-1 inh = IMP-1 metallo-beta-lactamase inhibitors, primary screen, biochemical, epi-absorbance readout, Pseudomonas aeruginosa enzyme. metallo-beta-lactamase IMP-1 (Pseudomonas aeruginosa). purified IMP-1, nitrocefin hydrolysis, epi-absorbance fluorescence. inhibition, % at 5.6 µM. 0.45% of 290,000 active;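 active = inhibition above the mean plus 3 SD of all compounds in the same screening run, cut at about 4.5% in these data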;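 note: 0% = IMP-1 with DMSO and 100% = DMSO wells lacking enzyme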
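System – purified recombinant IMP-1 beta-lactamase · Input – IMP-1 dispensed at 0.2 nM · Timing – 15 min preincubation plus 25 min reaction at 25 °C · Signal – Epi-absorbance fluorescence, 480 nm excitation, 530 nm emission · Measure – percent IMP-1 inhibition derived from blank-referenced optical density · Controls – Enzyme-plus-DMSO low control, enzyme-free DMSO high control · Replication – singlicate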
V1aR counter = agonists of human V1a receptor, primary screen, counter-screen for OXTR agonist project, fluorescence, CHO-V1R cells | 0.25% of 320,000 active | Fluo-8 calcium fluorescence, agonist mode; 0% DMSO, 100% 3 nM vasopressin | activation, % at 3 µM | AID 2797, 2010;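 active = activation above the mean activation of all tested compounds plus 3 SD, per screening run, cut at about 20% in these data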;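 note: signal is peak over basal fluorescence ratio across a 100 second FLIPR read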
Target sequence (P37288 whole entry, looked up): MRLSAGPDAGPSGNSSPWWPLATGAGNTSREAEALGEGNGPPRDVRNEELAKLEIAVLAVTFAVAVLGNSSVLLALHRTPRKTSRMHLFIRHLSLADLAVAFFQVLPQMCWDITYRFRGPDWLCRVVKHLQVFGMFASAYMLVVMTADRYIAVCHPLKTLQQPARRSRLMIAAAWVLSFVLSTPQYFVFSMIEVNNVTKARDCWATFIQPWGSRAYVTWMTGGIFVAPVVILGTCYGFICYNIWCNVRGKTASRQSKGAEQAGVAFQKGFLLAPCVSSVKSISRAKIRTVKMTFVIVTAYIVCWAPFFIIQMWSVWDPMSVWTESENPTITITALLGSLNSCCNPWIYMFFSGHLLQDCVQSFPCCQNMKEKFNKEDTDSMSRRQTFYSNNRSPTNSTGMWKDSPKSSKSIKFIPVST
OXTR agonist = human OXTR agonists, primary screen, fluorescence, CHO-OTR cells, Fluo-8 calcium | Oxytocin receptor (Homo sapiens), P30559 | Fluo-8 calcium fluorescence; normalized: DMSO 0%, oxytocin 100% | activation, % at 3 µM | 0.32% of 320,000 active;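 active = activation above the mean of all tested compounds plus 3 SD, cutoff set per screening run, cut at about 20% in these data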;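 note: peak over basal fluorescence ratio from a 100 s FLIPR kinetic read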
Target sequence (P30559 whole entry, looked up): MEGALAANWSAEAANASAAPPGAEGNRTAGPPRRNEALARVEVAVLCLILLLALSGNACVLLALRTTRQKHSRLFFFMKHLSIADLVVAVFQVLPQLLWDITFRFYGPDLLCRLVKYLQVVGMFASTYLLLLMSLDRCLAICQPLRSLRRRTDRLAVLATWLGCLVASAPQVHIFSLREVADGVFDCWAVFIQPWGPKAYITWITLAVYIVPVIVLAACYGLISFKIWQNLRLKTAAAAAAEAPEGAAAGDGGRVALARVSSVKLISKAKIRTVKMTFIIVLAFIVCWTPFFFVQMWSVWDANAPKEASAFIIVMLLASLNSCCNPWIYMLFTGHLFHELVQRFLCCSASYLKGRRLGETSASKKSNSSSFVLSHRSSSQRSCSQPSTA
PHOSPHO1 inh = PubChem AID 1565. Phosphoethanolamine/phosphocholine phosphatase (Homo sapiens), Q8TCT1. recombinant PHOSPHO1, absorbance phosphatase assay. inhibition, % at 13.3 µM. 1.1% of 290,000 active; in the data active = inhibition above about 60%
HCV NS3 hel inh = inhibitors of HCV NS3 helicase, primary screen, biochemical, Cy5 molecular beacon fluorescence | Hepatitis C virus NS3 helicase | NS3 helicase DNA unwinding | inhibition, % at 10.9 µM | 0.56% of 290,000 active;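 active = inhibition above the mean of all tested compounds plus 3 SD, set per campaign, cut at about 35% in these data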;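 note: 0% = DMSO wells and 100% = thioflavine S control wells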
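Assay system: hepatitis C virus NS3 helicase domain fragment enzyme. Also added: annealed dual-labelled DNA beacon duplex, ATP-started. Timing: 1 h reaction at 25 °C, ATP-initiated. Technique: Cy5 fluorescence at 0 and 60 min, beacon hairpin quenching. Evaluation: % inhibition of unwinding. Replication: one well per compound.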
VIM-2 inhibitor = VIM-2 metallo-beta-lactamase inhibitors, primary screen, biochemical, epi-absorbance readout, Pseudomonas aeruginosa enzyme; inhibition, % at 5.6 µM; AID 1527, 2009; purified VIM-2, nitrocefin hydrolysis, epi-absorbance fluorescence; 0.89% of 290,000 active;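 active = inhibition above the mean of all tested compounds plus 3 SD, cutoff set per screening run, cut at about 7.5% in these data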;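 note: red hydrolysis product quenches plate fluorescence so inhibitors raise well fluorescence; 0% = enzyme with DMSO and 100% = DMSO without enzyme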
GPR7 antagonist = GPR7 receptor antagonists, primary screen, cell-based, fluorescence, single concentration; Neuropeptides B/W receptor type 1 (Homo sapiens), P48145; GPR7-expressing cells, fluorescence antagonist assay; inhibition, % at 4.4 µM; 1.1% of 290,000 active; in the data active = inhibition above about 16%, passing the limit was not always enough;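 note: cells stimulated with the agonist NPW; 0% = agonist with vehicle and 100% = vehicle without agonist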
GalR3 antag = GalR3 antagonists in HEK293 cells, primary screen, cell-based, fluorescence readout. Galanin receptor type 3 (Homo sapiens), O60755. AID 651719, 2012. inhibition, % at 3 µM. HEK293 GalR3-CNG cAMP membrane potential fluorescence; galR3 body fused to GalR1 C-terminus. 0.44% of 360,000 active;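 active = inhibition above the screen-wide average plus 3 SD, cut at about 13% in these data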;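 note: forskolin and galanin both at EC90 stimulate the cells; cAMP rise reported by CNG channel membrane potential dye signal; 0% = forskolin plus galanin with DMSO and 100% = forskolin alone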
FID counter = compounds displacing fluorescent DNA intercalator, primary screen, artefact control for HCV NS3 helicase inhibitor project, biochemical, FID fluorescence. inhibition, % at 7.9 µM. AID 1845, 2009. DNA fluorescent intercalator displacement. 0.17% of 290,000 active; in the data active = inhibition above about 37%;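 note: 0% = vehicle and 100% = reference compound; higher means more ethidium bromide displaced from hairpin DNA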
An asterisk follows results filed as active; · = not tested or not shown. No enrichment for hits; 4.3% or so of the library scored in one or more.

SMILES | IMP-1 inh | V1aR counter | OXTR agonist | PHOSPHO1 inh | HCV NS3 hel inh | VIM-2 inhibitor | GPR7 antagonist | GalR3 antag | FID counter
CCOc1nc(NC(=O)NC(=O)c2ccccc2)nc(-c2ccccc2)n1 | -2.2 | 0.0 | 1.0 | 13 | 0 | -0.7 | -6 | 0 | 6
CC(NC(=O)Cc1ccc(F)cc1)C(c1cccs1)N1CCN(C)CC1 (stereo not given) | -4.4 | 0.3 | 2.0 | 22 | -1 | -3.5 | -11 | -2 | 4
Cc1cccc(N=C2NN=C(c3c(C)[nH]c4ccccc34)CS2)c1 | -1.4 | -0.6 | -1.7 | 7 | -2 | -3.3 | -8 | -5 | 9
CC(=NCc1ccco1)c1c(C)[nH]n(-c2nc3ccccc3s2)c1=O | -2.0 | 1.6 | 0.4 | -2 | -4 | -1.5 | -4 | -8 | 2
O=C(COc1ccc2c(-c3ccccc3)cc(=O)oc2c1)Nc1ccc(CCO)cc1 | -2.2 | 14 | 8.9 | -28 | 6 | -1.1 | 10 | 2 | -32
O=c1[nH]c(COc2ccc(Cl)cc2Br)nc2ccccc12 | 0.0 | 0.6 | -0.3 | 33 | 3 | -1.5 | -22 | -2 | -23
COc1cc(C2C(C#N)=C(N)OC3=C2C(=O)CC(C)(C)C3)cc([N+](=O)[O-])c1O (stereo not given) | -3.7 | -0.1 | -0.5 | 1 | 1 | -2.8 | -13 | -2 | -2
Cc1ccc(SCC(=O)Nc2ccc(N3CCN(C)CC3)c(F)c2)c(C)c1 | 2.2 | 2.0 | 6.7 | 41 | -72 | 2.0 | 38* | -7 | 39*
COc1cc2c(cc1OC)C(C)N(C(=O)CCc1c[nH]c3ccccc13)CC2 (stereo not given) | -1.3 | 3.1 | 0.3 | 30 | -15 | -0.6 | 8 | -10 | -28
CCOC(=O)N1CCC(N2C(=O)c3ccc(C(=O)NCCOC)cc3C2=O)CC1 | -2.0 | 0.1 | -0.2 | 20 | -1 | -1.9 | -22 | -9 | -24
O=C(O)CSc1nnc(SCc2cccc3ccccc23)s1 | -0.4 | -0.2 | 0.8 | -3 | 11 | -0.6 | 4 | 2 | -9
CCn1ccnc1CN(C)Cc1nc(CCC(C)C)no1 | 0.0 | 1.4 | 0.8 | 21 | 2 | -0.6 | -5 | -2 | -3
O=S(=O)(NCCc1nnc2ccc(SCc3cccnc3)nn12)c1ccccc1 | -3.2 | -0.4 | 0.7 | -7 | 18 | -2.0 | -14 | -1 | -14
CC(=O)Nc1c(-c2ccccc2)c2cc(Br)ccc2[nH]c1=O | -1.8 | -0.4 | -0.3 | -12 | 6 | -2.1 | -8 | -9 | -15
COC(=O)c1c(NC(=O)CN(c2ccccc2)S(C)(=O)=O)sc2c1CCCC2 | -3.2 | 1.9 | -0.5 | -7 | -2 | -1.4 | -2 | 4 | -20
N#C/C(=N\Nc1cccc(F)c1)C(=O)C1CC1 | -2.5 | 4.2 | 6.2 | 27 | -8 | -0.6 | -14 | 2 | -2
Cc1c(Cl)cccc1NC(=O)CCCN1C(=O)c2cccnc2C1=O | -2.5 | -0.6 | 0.7 | -14 | -3 | -0.6 | 2 | 2 | 4
CCOc1ccccc1NC(=O)CCSc1nc2n[nH]c(C)c2c(=N)n1-c1ccccc1Cl | -4.4 | -0.3 | -0.9 | 7 | -2 | -2.6 | -4 | -3 | -3
N/C(=C/C(=O)c1ccccc1O)C(F)(F)F | -5.1 | 0.4 | -0.9 | -5 | -4 | 0.2 | 0 | · | 3
Cc1ccc(NC(=O)Cn2nc(C)c([N+](=O)[O-])c2C)cc1C | -2.1 | 0.3 | 1.3 | 45 | 6 | -1.4 | -2 | -6 | -1

Overlap with the part before: 3 compounds; new compounds follow.
SMILES | IMP-1 inh | V1aR counter | OXTR agonist | PHOSPHO1 inh | HCV NS3 hel inh | VIM-2 inhibitor | GPR7 antagonist | GalR3 antag | FID counter
CCOc1ccccc1NC(=O)CCSc1nc2n[nH]c(C)c2c(=N)n1-c1ccccc1Cl | -4.4 | -0.3 | -0.9 | 7 | -2 | -2.6 | -4 | -3 | -3
N/C(=C/C(=O)c1ccccc1O)C(F)(F)F | -5.1 | 0.4 | -0.9 | -5 | -4 | 0.2 | 0 | · | 3
Cc1ccc(NC(=O)Cn2nc(C)c([N+](=O)[O-])c2C)cc1C | -2.1 | 0.3 | 1.3 | 45 | 6 | -1.4 | -2 | -6 | -1
COc1ccc(-c2ccoc2)cc1[C@H]1[C@H]2C=CC[C@@H](C)[C@@H]2C(=O)N1Cc1ccccc1 | · | -0.8 | -2.4 | 26 | · | · | · | -7 | ·
O=C(O)Cc1ccc(O)c(F)c1 | -2.8 | 0.1 | 0.6 | -4 | -5 | -2.9 | -9 | · | 1
Cc1ccc(-c2nn(-c3ccccc3)cc2/C=N/NC(=O)c2ccncc2)o1 | -3.6 | -0.9 | -2.8 | -29 | 0 | -6.3 | -1 | -1 | -18
C[C@@H]1C=C(C(=O)N2CCOCC2)O[C@H](OCc2ccc(CO)cc2)C1 | -0.6 | 0.9 | 0.9 | 35 | 1 | -0.5 | -17 | -9 | -1
CCN1CCCC1CNC(=O)C1CCCN(S(=O)(=O)c2cccc3nsnc23)C1 (stereo not given) | -2.9 | 0.6 | 0.6 | 32 | -1 | -3.1 | 2 | -3 | 4
COc1cc(/C=N/NC(=O)c2cccnc2)ccc1OC(=O)c1cccc(Br)c1 | -5.4 | 11 | 9.7 | 25 | 3 | -2.2 | -9 | · | -27
O=c1cc(Cl)c(-c2ccccc2)n[nH]1 | -0.8 | 0.4 | -0.1 | 13 | -2 | -2.5 | -1 | -2 | -4
O=[N+]([O-])c1cccc(S(=O)(=O)[N-]c2nc3ccccc3nc2-n2cc[n+](Cc3ccccc3)c2)c1 | -2.8 | 0.1 | -0.7 | 24 | -10 | -1.1 | -10 | -5 | -7
COc1ccc(-c2noc(CNS(=O)(=O)c3ccc(NC(C)=O)cc3)n2)cc1OC | -3.1 | -0.3 | 0.8 | 17 | -1 | -1.9 | -11 | -5 | -9
CCCn1nnnc1SCC(=O)Nc1nnc(CC)s1 | -3.8 | 0.2 | 1.1 | -5 | 16 | -2.8 | -12 | 3 | -5
CCOCCCNC(=O)CN1C(=O)CSc2cc(S(=O)(=O)N3CCCCCC3)ccc21 | -4.8 | -0.5 | -1.5 | 4 | 5 | -4.7 | -3 | -2 | -24
O=C(CN1CCc2ccccc21)NC(c1ccccc1)c1ccccc1 | -0.3 | -0.4 | 0.3 | -5 | 2 | 1.0 | 2 | -2 | -8
COc1ccc(-n2c(SCC(=O)NCC3CCCO3)nc3c(c2=O)SCC3)cc1OC (stereo not given) | 2.9 | 1.0 | -1.1 | 13 | 4 | -0.8 | -8 | -4 | -16
Clc1cccc(Cl)c1COc1ccccn1 | -1.8 | -0.8 | -1.2 | 14 | 2 | -2.3 | 7 | -3 | 9
O=C(OCc1cn(Cc2ccccc2)nn1)c1ccccc1 | · | 0.4 | -0.2 | 22 | · | · | · | -3 | ·
Cc1ccccc1NC(=S)NC(=O)c1cc(-c2ccccc2)nc2ccccc12 | -1.1 | 0.7 | 4.5 | 8 | 6 | -2.9 | -12 | 5 | -10
Cc1ccc(NC(=O)c2ccccc2)s1 | 2.5 | 0.2 | -0.9 | 21 | 6 | -0.9 | -7 | -1 | -4
Cc1ccc(NC(=S)NCC2CCCO2)cc1C (stereo not given) | -1.9 | 1.1 | 0.3 | -2 | -1 | -2.2 | -12 | -4 | -4
CC(=O)c1ccc(NS(=O)(=O)c2ccccc2)cc1 | -1.2 | -0.4 | 1.5 | 24 | 5 | -2.1 | 11 | -5 | 1
Cc1c(C)c2ccc(OCC(=O)NC(Cc3ccc(Cl)cc3)C(=O)O)cc2oc1=O (stereo not given) | -2.4 | -0.6 | -0.6 | 23 | 21 | 0.1 | -1 | -2 | -23
CC(=O)c1sc(NC(=O)CCCOc2ccccc2C)nc1C | -1.1 | -0.3 | -3.0 | 30 | -3 | -1.1 | -5 | -7 | 0
COc1cc2c(cc1NC(=O)CN1CCN(S(=O)(=O)c3ccc(F)cc3)CC1)oc1ccccc12 | 0.0 | 1.2 | 0.6 | 17 | 8 | -0.9 | 4 | 1 | 2
CCn1ccnc1C(O)c1ccccc1OC (stereo not given) | -2.5 | 0.5 | 0.4 | 24 | -2 | -1.2 | -14 | -8 | -2
Cc1ccc(S(=O)(=O)Nc2nnc(CC(C)(C)C)s2)cc1 | -5.0 | 0.8 | 0.5 | · | 20 | -3.7 | -1 | -3 | -34
CC(=O)OC1OCCOC1NC(=S)NCc1ccco1 (stereo not given) | -0.8 | 0.7 | 0.2 | 28 | 7 | -4.0 | -8 | -5 | -1
CCc1ccccc1NC(=O)NNC(=O)c1ccc2ccccc2c1O | -0.9 | 1.1 | 0.4 | 34 | -5 | -3.3 | -15 | 1 | -12
CCOC(=O)N1CCN(C(=O)C(=O)NNC(=O)COc2ccc(Cl)c(C)c2)CC1 | -1.3 | 0.2 | 0.5 | -8 | -2 | 0.9 | 6 | -4 | -28
CC(C)NS(=O)(=O)c1cc(C(=O)O)ccc1Cl | -3.2 | 0.2 | 1.7 | -17 | 17 | -5.1 | -14 | -1 | 7
Cn1c(=O)c2c(nc(SCC(=O)OCc3ccccc3)n2C)n(C)c1=O | -5.0 | · | · | -4 | 20 | -3.0 | -10 | -1 | -9

An excerpt of these results, in CSV form.
compound,IMP-1 inh,V1aR counter,OXTR agonist,PHOSPHO1 inh,HCV NS3 hel inh,VIM-2 inhibitor,GPR7 antagonist,GalR3 antag,FID counter
CCn1ccnc1C(O)c1ccccc1OC (stereo not given),-2.5,0.5,0.4,24,-2,-1.2,-14,-8,-2
Cc1ccc(S(=O)(=O)Nc2nnc(CC(C)(C)C)s2)cc1,-5.0,0.8,0.5,·,20,-3.7,-1,-3,-34
CC(=O)OC1OCCOC1NC(=S)NCc1ccco1 (stereo not given),-0.8,0.7,0.2,28,7,-4.0,-8,-5,-1
